# Screening data: PubChem, several laboratories
# TR-FRET SRC-2 ct: TR-FRET artefact, counter-screen to PPARgamma/SRC-2 agonist assay; AID 1049; TR-FRET ratio at 8 µM; 200,000 tested, 0.4% active; hits give high values; in the data active = TR-FRET ratio above about 2000; note: inactives centre near 1500
# PPARg SRC1 recr: promotes SRC-1 coactivator recruitment by human PPARgamma; P37231; AID 631; activation, % at 8 µM; PPARgamma-SRC-1 coactivator recruitment biochemical assay; 200,000 tested, 0.41% active; in the data active = activation above about 19%;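 note: 0% = DMSO and 100% = reference agonist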
# Target sequence (P37231 whole entry, looked up): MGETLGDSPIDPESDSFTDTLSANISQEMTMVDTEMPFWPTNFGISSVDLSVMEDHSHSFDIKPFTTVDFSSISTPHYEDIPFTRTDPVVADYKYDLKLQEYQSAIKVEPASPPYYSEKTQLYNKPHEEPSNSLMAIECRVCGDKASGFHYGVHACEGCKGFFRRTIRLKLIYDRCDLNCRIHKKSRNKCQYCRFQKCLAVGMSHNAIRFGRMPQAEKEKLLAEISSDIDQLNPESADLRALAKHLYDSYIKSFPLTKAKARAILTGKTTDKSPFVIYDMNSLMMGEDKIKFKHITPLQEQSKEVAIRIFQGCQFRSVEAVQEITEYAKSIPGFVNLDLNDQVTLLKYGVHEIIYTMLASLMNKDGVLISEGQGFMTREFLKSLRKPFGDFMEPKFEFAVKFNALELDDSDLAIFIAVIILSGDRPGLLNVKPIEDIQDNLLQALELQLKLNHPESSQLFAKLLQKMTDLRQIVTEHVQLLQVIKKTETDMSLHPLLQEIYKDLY
# STAT3 inh: STAT3 signaling inhibition; AID 862; inhibition, % at 5.5 µM; 190,000 tested, 0.89% active; U3A cells, IL-6 STAT3-luciferase reporter, luminescence; host cell line lacks STAT1;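 active = inhibition above the mean inhibition across all screened compounds plus 3 SD, cut at about 44% in these data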;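 note: 0% = DMSO only wells and 100% = 100 µM nifuroxazide control wells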
# STAT3 activator: increases IL-6 driven STAT3 reporter signal; U3A cells, IL-6 STAT3-luciferase reporter, luminescence; 100% = signal with IL-6 EC80 alone; AID 871; activation (% of control), % at 5.6 µM; 190,000 tested, 0.91% active;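 active = activation above the screen-wide mean of compound activation plus 3 SD, cut at about 130% in these data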;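 note: 0% = background luminescence of wells with medium and substrate only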
#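 Detection: reporter luminescence signal / Assay system: STAT1-lacking human U3A cells, STAT3 luciferase reporter / Incubation: compound pre-incubation 1 h before IL-6, then 6 h stimulation at 37 °C / Control set: IL-6-only high control / Read-out: % activation relative to IL-6 control / Probe or stimulus: Interleukin-6, 33 ng/mL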
# ROMK primary: modulators of human ROMK potassium channel. AID 1918. P48048. 130,000 tested, 2% active. Tet-inducible ROMK, thallium flux fluorescence; actives lie on both sides. B-score at 10 µM;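 active = signal ratio slope over the read window, or its plate-corrected B-score, at least 3 SD from the plate mean, either direction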;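 note: B-score of the F/F0 ratio slope over 7 to 12 s after thallium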
# Target sequence (P48048 whole entry, looked up): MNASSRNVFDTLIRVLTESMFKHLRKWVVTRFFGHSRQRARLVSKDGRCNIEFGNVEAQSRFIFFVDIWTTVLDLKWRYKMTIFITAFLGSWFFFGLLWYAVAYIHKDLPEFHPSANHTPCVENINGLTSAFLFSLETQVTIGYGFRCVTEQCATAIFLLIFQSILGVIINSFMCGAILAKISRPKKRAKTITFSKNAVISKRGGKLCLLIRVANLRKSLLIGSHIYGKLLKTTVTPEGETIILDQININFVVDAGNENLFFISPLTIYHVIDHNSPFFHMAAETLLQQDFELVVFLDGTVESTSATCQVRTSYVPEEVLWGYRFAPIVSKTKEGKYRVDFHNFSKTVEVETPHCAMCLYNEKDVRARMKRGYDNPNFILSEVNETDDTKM
# S1P3 antag: blocks the human S1P3 receptor. Q99500. CHO S1P3 NFAT-BLA reporter, FRET fluorescence, antagonist mode. inhibition, % at 4.98 µM. 170,000 tested, 0.27% active. AID 485;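 active = inhibition above the plate cutoff, the mean inhibition of test wells on that plate plus 3 SD, cut at about 28% in these data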;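 note: cells challenged with S1P at its EC80 of 0.8 µM; blue over green emission ratio from cleaved BLA substrate after 4 h stimulation; 0% = S1P-stimulated wells and 100% = unstimulated DMSO-only wells; some compounds past the cut are filed as inactive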
# PPARg SRC-2 ag: promotes SRC-2 coactivator recruitment by human PPARgamma. PPARgamma LBD-SRC-2 recruitment, biochemical. activation, % at 8 µM. 200,000 tested, 0.34% active; in the data active = activation above about 22%;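 note: 0% = vehicle and 100% = reference agonist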
# PPARg SRC-3 ag: PPARgamma-driven SRC-3 recruitment agonism. 200,000 tested, 0.26% active. P37231. activation, % at 8 µM. biochemical PPARgamma/SRC-3 coactivator recruitment assay; in the data active = activation above about 23%;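 note: 0% = DMSO and 100% = reference agonist; some compounds past the cut are filed as inactive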
# TLR4-MyD88 BLA: inhibitors of human TLR4-MyD88 binding | inhibition, % at 8.4 µM | AID 861 | HeLa CL3-4 TLR4/MyD88 BLA complementation, FRET ratio | O00206+Q99836 | 200,000 tested, 0.18% active; in the data active = inhibition above about 25%;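 note: 0% = vehicle and 100% = reference inhibitor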
# RAM inhibit: yeast RAM network inhibition. S. cerevisiae dse1pr::URA3 reporter, 5-FOA growth OD615, 2 d; analog-sensitive cbk1-as2 kinase mutant strain. inhibition, % at 50 µM. 190,000 tested, 1.8% active;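 active = inhibition above a set limit, 3 SD over mean compound inhibition, cut at about 8.4% in these data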;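 note: 0% = DMSO-only wells with no growth and 100% = 10 µM 1-NA-PP1 full growth; inhibition rescues growth on 5-FOA so higher OD means more RAM inhibition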
# STAT1 blocker: reduces IFN-gamma driven STAT1 reporter signal; AID 920; NIH 3T3 STAT1-luciferase reporter, luminescence; 200,000 tested, 0.35% active; inhibition, % at 5.5 µM;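 active = inhibition above a set limit, the mean inhibition across all tested compounds plus 3 SD, cut at about 34% in these data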;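 note: 0% = IFN-gamma with DMSO and 100% = IFN-gamma with 300 µM nifuroxazide; values of inactives mirror those of a sister screen read the other way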
# * marks the source's active call; other numbers are inactive results; x = not tested or not shown.
molecule,TR-FRET SRC-2 ct,PPARg SRC1 recr,STAT3 inh,STAT3 activator,ROMK primary,S1P3 antag,PPARg SRC-2 ag,PPARg SRC-3 ag,TLR4-MyD88 BLA,RAM inhibit,STAT1 blocker
CCCCc1nc(N)c(C#N)c(-c2ccco2)c1CCC,1661,8,-10,109,x,x,1,3,3,4.8,-2
CC(C)Cc1csc(NC(=O)c2ccccc2Cl)c1C(=O)O,1504,5,1,98,x,-3,5,0,-6,7.3,4
COc1ccc(S(=O)(=O)N2CCCCC2)cc1NC(=O)CN(C)C1CCCCC1,1577,-4,3,98,-2.6,10,14,-1,4,1.3,9
Cc1cc(C(=O)CSc2ncccn2)c(C)n1-c1cccc(F)c1,1454,-5,-14,113,0.27,-7,-1,1,-2,1.8,-81
COc1ccc(N(CC(=O)Nc2cccc([N+](=O)[O-])c2C)S(C)(=O)=O)cc1OC,1737,9,4,99,0.37,-14,3,1,-11,1.4,3
CCOC(=O)c1c(NC(=O)/C=C\C(=O)O)sc(C)c1-c1ccccc1,1542,3,8,94,1.3,-6,3,8,13,-1.2,6
Cc1cc(S(=O)(=O)Nc2c(C)nc3nc[nH]n3c2=O)ccc1F,1456,8,-1,105,1.8,-10,5,3,-8,-1.0,-12
CCCC(C)C(=O)Nc1ccc(S(N)(=O)=O)cc1 (stereo not drawn),1464,-9,2,103,1.3,-20,0,-2,-2,-0.4,2
COc1cccc(Nc2nnc(SCN3C(=O)c4ccccc4C3=O)s2)c1,1575,-6,-5,103,x,-8,0,0,-11,5.7,6
O=C(O)[C@@H]1CCCN1C(=O)c1ccco1,1485,6,2,96,1.5,6,4,1,-20,1.6,-5
O=C1c2ccccc2C(Nc2ccccc2)N1c1cccnc1 (stereo not drawn),1270,-5,2,106,x,x,-5,-7,4,0.0,-4
COc1ccc(Br)c(C(=O)Nn2c(C)nc3ccccc3c2=O)c1,1403,6,-11,111,2.3,30,-10,-5,2,1.2,0
O=C(Nc1nc(-c2cccs2)cs1)c1cccc(S(=O)(=O)N2CCCCCC2)c1,2098*,3,-41,140*,x,21,2,-1,0,4.2,-19
Cc1cc(C)nc(N(C#N)S(=O)(=O)c2ccc(Br)cc2)n1,1477,3,4,104,0.051,x,3,-1,-9,1.1,1
COc1ccc(N2CCN(C(=O)c3ccc4nc(N5CCCCC5)sc4c3)CC2)cc1,1563,5,-17,114,x,-43,3,3,11,1.9,-7
COc1ccc(N2CCN(c3nc4ccccn4c(=O)c3C=O)CC2)cc1,1531,5,28,79,1.1,-4,5,0,5,3.1,-14
CCC(=O)N1CCN(c2ccc(Cl)cc2NC(=O)c2cccc([N+](=O)[O-])c2)CC1,1499,7,-10,112,0.12,4,3,5,2,5.7,-9
CC(C)n1c(NCc2cccs2)nc2ccccc21,1438,1,4,102,x,-44,7,2,6,1.0,-1
COc1ccc(/C=N/NC(=O)c2ccc(O)cc2)cc1CN1CCCc2ccccc21,1477,3,-16,110,x,13,5,5,-6,3.6,9
COc1ccc(F)c(-c2nc(CN3CCC(c4ccccc4)CC3)c(C)o2)c1,1685,6,5,101,-1.1,0,7,1,-6,1.5,5
CCOC(=O)c1c(CC(C)C)csc1NC(=O)CCl,1642,2,5,99,0.019,x,10,-3,4,2.4,-1
Cc1nc2nc[nH]n2c(=O)c1NS(C)(=O)=O,1449,-2,6,97,-0.75,-24,3,-3,0,2.4,-3
O=C(Nc1cccnc1)c1ccc(-c2ccccc2)cc1,1762,7,24,85,0.22,-11,9,2,7,-0.5,-13
O=C1OCC2=C1C(c1ccccc1)CC(=O)N2c1cccc(F)c1 (stereo not drawn),1627,3,4,103,0.67,-3,9,7,13,0.8,1
c1ccn2c(c1)nc1c2nc2ccccn21,1380,-1,11,96,2.1,-27,-1,-2,-13,0.2,-27
CCCc1[nH]nc2c1C(c1ccccc1OC)C(C#N)=C(N)O2 (stereo not drawn),1741,3,6,102,-0.27,10,4,-2,7,0.8,5
CCCn1c(N)c(NCCN2CCOCC2)c(=O)n(CC(=O)NCc2ccccc2)c1=O,1486,-1,2,102,0.28,-17,2,-3,-10,0.8,-4
CSCCC(NC(=O)c1ccccc1)C(=O)NCc1ccco1 (stereo not drawn),1815,-3,4,100,x,-18,11,11,-1,-0.4,3
O=C(CSc1nn(-c2ccc(F)cc2)c(=S)s1)NC1CCS(=O)(=O)C1 (stereo not drawn),1453,8,9,98,0.7,-10,6,5,8,3.0,-1
CCN1CCN(CCC(=O)Nc2ccc(Br)cc2)CC1,1692,2,11,96,0.21,-29,4,-2,3,0.4,-5
COc1ccc(CCC(=O)Nc2nc3ccccc3[nH]2)cc1OC,1320,-3,-19,121,1.9,x,-4,2,0,0.7,5
CCOc1ccc(S(=O)(=O)NCCC2=CCCCC2)c2ccccc12,1622,8,1,102,x,x,-4,9,2,11*,-3
CCCCCc1c(O)nc(SCCN(CC)CC)[nH]c1=O,1441,7,4,97,0.17,0,-1,4,-2,0.0,-6
COc1ccc2c(c1)O[C@@H](c1cccc(C(F)(F)F)c1)[C@H](OC(=O)Nc1ccc(OC(F)F)cc1)C2=O,1378,6,2,96,-0.32,-2,11,3,5,4.2,1
Cn1cc(S(=O)(=O)N2CCN(c3cccc(C(F)(F)F)c3)CC2)c(=O)n(C)c1=O,1483,2,4,104,x,-3,6,-2,-2,0.2,2
Cc1ccc(CSC(Nc2ccc(F)cc2)=C(C#N)C#N)cc1,1445,-1,32,73,-0.86,-1,-4,-6,-3,2.1,26
O=C(CSc1nc(O)c(-c2ccccc2)c(=O)[nH]1)N1CCOCC1,1574,5,9,97,0.99,-25,-7,1,0,0.9,-3
CCc1c(C(=O)O)[nH]c2ccc(Br)cc12,1765,15,0,103,1.7,x,9,15,-4,2.2,0
Nc1ccc(S(=O)(=O)Nc2ccccn2)cc1,1357,1,2,100,x,22,4,-6,-19,0.7,3
FC(F)Oc1ccc(NC(=S)NCC2COc3ccccc3O2)cc1 (stereo not drawn),1423,6,4,95,0.56,1,-1,-1,-10,0.7,3
COc1ccccc1C(=O)NNC(=O)c1cccc([N+](=O)[O-])c1,1287,-7,14,90,0.78,-16,0,0,1,2.2,-7
Cc1[nH]n(C(N)=S)c(=O)c1N=Nc1cc(-c2ccc(Br)cc2)[nH]n1,1699,3,7,96,0.95,-24,3,2,-5,5.7,-8
Cc1noc(NS(=O)(=O)c2ccc(N/C=C/C(=O)c3ccc(F)cc3)cc2)c1C,1640,-1,9,94,x,-2,8,0,3,11*,-13
Cc1ccc(NC(=O)CS(=O)CC(=O)N(c2ccccc2)C(C)C(=O)NC2CCCC2)cc1 (stereo not drawn),1793,1,22,86,0.38,x,0,-2,-1,-0.1,10
COc1ccc(-c2nc(C#N)c(N3CCCCCC3)o2)cc1OC,1488,2,18,88,x,6,-6,1,-6,1.2,9
O=C(NCc1ccccc1)c1noc2c1CCCCC2,1575,1,-12,113,x,-2,10,5,-2,0.4,-33
O=C(COc1ccc(OCc2ccccc2)cc1)NC1CCOC1=O (stereo not drawn),1638,2,6,100,x,13,12,13,-5,3.0,1
COc1ccc(C2N3CC4(C)CN2CC(C)(C3)C4O)cc1 (stereo not drawn),1439,1,2,103,x,-12,13,5,-8,0.2,0
Cc1c(C(=O)NCCN2CCOCC2)sc2nc(-c3ccc(F)cc3)cn12,1537,1,12,93,-1.6,5,9,2,5,x,-6
CC(C)(C)c1ccc(Cn2c(=N)n(CC(O)c3ccco3)c3ccccc32)cc1 (stereo not drawn),1467,-2,1,104,-2.7*,13,-3,-4,6,0.6,16
COc1ccc(CCNC(=O)c2ccc(CS(=O)(=O)c3ccc(Br)cc3)o2)cc1OC,1660,10,27,81,-2.2,-17,9,9,5,5.9,18
COc1ccccc1NC(=O)CC1C(=O)Nc2c1c(=O)n(C)c(=O)n2C (stereo not drawn),1730,11,13,97,x,-18,3,-1,8,-0.5,-2
Cc1ccc(C2(C)NC(=O)N(CC(=O)c3ccc(Cl)s3)C2=O)cc1 (stereo not drawn),1622,4,19,86,x,3,2,5,2,3.8,15
Cc1ccc(NC2=CC(=O)CCC2)cc1C,1585,5,-2,100,0.071,-24,4,13,-17,-0.8,-7
COc1ccc2c(c1)CCc1c(C(=O)N(C)c3ccccc3)noc1-2,1484,11,4,105,-0.65,-11,2,6,-2,-0.8,-34
Cc1ccc(NC(=O)CN2C(=O)/C(=C3\SC(=S)N(C4CCS(=O)(=O)C4)C3=O)c3ccccc32)cc1 (stereo not drawn),1731,-2,2,98,x,3,2,2,0,7.0,5
Cc1nnc(C)n1/N=C/c1ccc(C(C)C)cc1,1420,4,7,95,x,6,9,8,-15,0.4,-1
CC(=O)OC1C2CCC1C([N+]1(C)CCCCC1)CC2 (stereo not drawn),1589,3,7,102,0.84,-19,1,4,-11,-1.0,-3
CN(C)c1ccc(/C=N\NC(=S)SCN2C(=O)C3CCC(C)(C2=O)C3(C)C)cc1 (stereo not drawn),1688,2,8,96,-0.48,x,13,4,-1,2.4,15
CC1CN(c2nc(-c3ccc(Br)cc3)nnc2-c2ccccc2)CC(C)N1 (stereo not drawn),1594,-1,-9,109,x,x,7,10,1,0.1,5

# Going on with the list:
molecule,TR-FRET SRC-2 ct,PPARg SRC1 recr,STAT3 inh,STAT3 activator,ROMK primary,S1P3 antag,PPARg SRC-2 ag,PPARg SRC-3 ag,TLR4-MyD88 BLA,RAM inhibit,STAT1 blocker
COc1ccc(C2C=C(c3ccc(Cl)cc3)Nc3nc(NC(C)=O)nn32)cc1 (stereo not drawn),1483,0,3,101,-2.1,x,-6,-5,22,3.0,-2
O=S(=O)(c1ccc(Cl)c(NC(=S)N/N=C/c2c(F)cccc2F)c1)N1CCOCC1,1663,4,12,87,x,0,4,5,-8,4.2,8
Cc1cc(OCC(=O)NCc2ccncc2)ccc1Cl,1556,-2,6,97,0.13,-6,3,2,1,-0.1,-7
CCCn1cnc2c(cnn2-c2ccc(F)cc2)c1=O,1640,-1,8,97,-0.38,-30,-5,0,3,1.8,-23
COCCCN1CC23C=CC(O2)C(C(=O)O)C3C1=O (stereo not drawn),1424,5,-2,106,x,-12,11,20,2,-0.8,0

# Compound profiles, as listed above.
# COc1ccc(C2C=C(c3ccc(Cl)cc3)Nc3nc(NC(C)=O)nn32)cc1 (stereo not drawn) is listed with TR-FRET SRC-2 ct = 1483; PPARg SRC1 recr = 0; STAT3 inh = 3; STAT3 activator = 101; ROMK primary = -2.1; S1P3 antag = x; PPARg SRC-2 ag = -6; PPARg SRC-3 ag = -5; TLR4-MyD88 BLA = 22; RAM inhibit = 3.0; STAT1 blocker = -2
# O=S(=O)(c1ccc(Cl)c(NC(=S)N/N=C/c2c(F)cccc2F)c1)N1CCOCC1 is listed with TR-FRET SRC-2 ct = 1663; PPARg SRC1 recr = 4; STAT3 inh = 12; STAT3 activator = 87; ROMK primary = x; S1P3 antag = 0; PPARg SRC-2 ag = 4; PPARg SRC-3 ag = 5; TLR4-MyD88 BLA = -8; RAM inhibit = 4.2; STAT1 blocker = 8
